Growth percent in the NCI-60 one-dose screen (48 h, 10 µM unless noted): 100 = growth as untreated, 0 = no growth, -100 = all killed.
SW-620 – SW-620 colon cancer; 5.2% of 82,000 active; AID 1794795
COLO 205 – COLO 205 colon cancer; 7.3% of 79,000 active; AID 1794742
HCT-15 – HCT-15 colon cancer. 5.2% of 82,000 active
SK-OV-3 – SK-OV-3 ovarian cancer cells | 3.2% of 80,000 active | AID 1794785
KM12 – KM12 colon cancer cells. 5% of 82,000 active. AID 1794800
OVCAR-4 – OVCAR-4 ovarian cancer cells; 3.7% of 80,000 active; AID 1794784
IGROV1 – IGROV1 ovarian cancer; 4.7% of 79,000 active; AID 1794786
HCT-116 – HCT-116 colon cancer; 7.3% of 82,000 active
HT29 – HT29 colon cancer; 7.4% of 81,000 active
* marks the source's active call; other numbers are inactive results; x = no result given; & = joins results of further samples; [ ] = another dose, or the depositor's remark. The calls were made as follows: active = growth percent below 10; inactive = the rest. The order is random (roughly 12% active in at least one column).

SMILES	SW-620	COLO 205	HCT-15	SK-OV-3	KM12	OVCAR-4	IGROV1	HCT-116	HT29
COc1ccc2nc(NC(=O)c3cccnc3Nc3cc(OC)c(OC)c(OC)c3)sc2c1	28	123	56	-40*	12	-65*	69	-2.4*	12
COC(=O)[C@@H]1CCCN1C(=O)C1=C(C)NC(=S)NC1c1ccc(O)c(OC)c1 (stereo not given in full)	105	107	100	92	107	104	x	95	94
Cc1ccc(S(=O)(=O)NC(CCC(=O)Nc2ccc(Cl)cc2)C(=O)Nc2ccc(Cl)cc2)cc1 (stereo not given)	31	53	19	26	13	26	35	24	14
COc1c(N2CC3CCCNC3C2)c(F)cc2c(=O)c(C(=O)N/N=C/c3cc[nH]c3)cn(C3CC3)c12 (stereo not given)	100	107	100	111	100	102	94	96	108
CC12CCC3C4(C)COC(c5ccco5)OC4CCC3(C)C1CC(C1=CCOC1=O)O2 (stereo not given)	107	110	98	121	103	103	94	104	105
O=c1[nH]c(Nc2ccc(Cl)cc2)nc2[nH]ncc12	98	111	105	112	100	95	79	101	104
COc1ccc2nc(-n3c(=O)c4ccccc4n(-c4ccccc4)c3=O)sc2c1	102	94	102	91	98	107	95	98	112
CCCC(C)C(=O)OC1CCC(C)CC1 (stereo not given)	102	x	104	105	104	111	98	93	98
OCC(O)C1OC(Oc2ccccc2)C(O)C(O)C1O (stereo not given)	104	100	108	106	100	118	113	109	108
CNC(=O)c1cc(Oc2ccc3nc(NC(=O)NCCN4CCN(C)CC4)sc3c2)ccn1	103	100	104	92	101	97	112	105	101
O=C(CCn1c[n+](CC(=O)c2ccc([N+](=O)[O-])cc2)c2ccccc21)Nc1cccc2cccnc12	81	76	97	104	93	43	102	82	87
c1ccc2cc3c(cc2c1)Nc1cc2ccccc2cc1N3	78	89	79	99	94	82	100	29	100
CC(=O)Nc1cccc2c1CCCC2	107&108	101&109	97&93	92&89	103&102	107&106	96&119	102&97	86&93
C=CCn1cc(-c2nc3ccccc3s2)c2cc(-c3ccc4c5c(cccc35)C(=O)NC4=O)ccc21	96	114	98	88	96	106	61	94	106
Oc1ccccc1C1NC(=S)Nc2c1sc1ccc(Cl)cc21 (stereo not given)	108	102	100	92	99	93	87	91	102
COc1cc(-c2nn(C(C)(C)C)cc2-c2ccnc(NCCCNS(=O)(=O)c3cccc(F)c3)n2)ccc1F	95	104	59	100	66	89	88	63	77
OC(COc1ccccc1)CN1CCCC1 (stereo not given)	100	109	92	107	114	114	112	104	120
CC(=O)c1ccc(Nc2nccc(-c3ccc(Cl)cc3)n2)cc1	93	105	82	108	95	105	103	63	86
CCN1C(=O)N(CC)C2NC(N/N=C/c3ccc([N+](=O)[O-])cc3)=NC21 (stereo not given)	92	98	98	103	102	102	98	92	104
Cc1cc(C)c2nc3nc(C)cc(C)c3c(N)c2c1	16	16	16	25	22	34	x	14	18
OC(c1ccccc1)c1cccc2ccccc12 (stereo not given)	98	126	104	111	106	111	117	100	85
Cc1cc(O)c(C(C)C)cc1N=Cc1ccccc1Cl	100	130	100	107	109	105	125	100	67
CN(C)C(=S)SCCOc1cc(=O)oc2ccccc12	99	111	94	103	91	87	95	89	98
O=C(Nc1ncc(Cc2ccc(Cl)cc2)s1)C(=S)N1CCOCC1	100	113	103	94	110	109	104	110	112
CCCCCCCCCCCCCCCC(=O)OC[C@H](NC(=O)C(Cl)Cl)[C@H](O)c1ccc([N+](=O)[O-])cc1	103	94	101	98	105	100	100	81	87
O=S(=O)(N/N=c1\oc2ccccc2cc1-c1cc2ccccc2[nH]1)c1ccc(Cl)cc1	91	106	90	86	81	89	65	84	106
C/C(CC(C)C)=N/NC(N)=S	85	102	79	105	101	72	97	12	56
O=C(CSc1nnc(-c2ccc(-c3nc4ccccc4[nH]3)cc2)o1)Nc1ccccc1	20	118	55	85	70	94	85	51	71
COC(=O)c1sccc1-c1cc(O)c(C(C)=O)s1	103	118	100	90	94	95	107	99	99
CCCCCCCC(=O)N1CCOCC1	106	124	99	102	101	107	111	107	106
O=C(Nc1cccc2c(=O)[nH][nH]c(=O)c12)c1ccc([N+](=O)[O-])cc1	102	119	106	113	112	89	103	110	111
O=S1c2ccccc2N=C(c2cccc3ccccc23)CC1c1cccc2ccccc12 (stereo not given)	106	103	98	84	96	81	87	90	115
COc1nc2ccc(C)cc2cc1/C=N/O	99	96	93	85	88	97	74	86	88
COc1ccc(-n2c(CSc3nc4ccccc4c(=O)n3CCc3ccccc3)n[nH]c2=S)cc1	105	132	101	123	95	102	68	94	108
NC(=O)C1(Nc2ccc(C(=O)O)cc2)CCCC1	102	125	92	120	87	119	115	90	101
Cc1ccc(NC(=O)NNC(=O)c2ccc(-n3cc(-c4ccccc4)nn3)cc2)cc1	104	109	114	97	102	103	103	94	114
Nc1ccc(-c2nc3ccc4[nH]ncc4c3c3c2CCCC3)cc1F	19	12	15	-28*	12	50	11	11	28
O=C1/C(=C/c2ccc(O)c(O)c2)Oc2cc(O)ccc21	110&118	110&117	89&93	119	91&99	96&102	103&108	107&104	110&113
Cc1cc(C)c([N+](=O)[O-])cc1C	92	113	98	90	102	98	97	99	105
CC#CC(C)(C)N(C)C	95	92	93	100	102	105	105	101	104
O=S(=O)(c1ccccc1F)N1CCN(c2nccc(-c3c(-c4cccc(F)c4)nc4sccn34)n2)CC1	90	84	74	134	91	72	61	68	72
CC[S+](CC)CC(=O)c1ccc(Br)cc1	100	112	105	108	118	94	112	95	90
CCCCn1c(=O)c(C2=NC(c3ccc(Cl)cc3)=C2)cc2ccc(Cl)cc21	103	115	102	105	101	105	96	103	100
COC(=O)Cc1[nH]c(=O)[nH]c1C(N)=O	100	118	104	102	104	117	101	105	110
COc1ccc(-c2nn(CC(=O)N3CCOCC3)c(N)c2C#N)cc1	101	113	106	102	106	103	94	98	108
COc1cc2c3c(c4c5ccccc5[nH]c4c2c(OC)c1OC)C(=O)N(CCO)C3=O	107	120	104	118	97	119	88	102	103
NC(CS)C(=O)O (stereo not given)	102	99	107	x	102	98	98	99	110
O=C(C1CCCCC1)N1CC(=O)N2CCc3ccccc3C2C1 (stereo not given)	105	130	92	119	102	108	x	102	106
CNC(=O)c1nc(Nc2ccc(NC(=O)Nc3ccc(Cl)c(C(F)(F)F)c3)cc2)c2ccccc2n1	109	117	108	97	104	97	99	95	99
COc1cc(/C=N/NC(=O)CSc2nc3sc4c(c3c(=O)n2-c2ccc(Cl)cc2)CCCC4)ccc1O	97	114	92	136	110	105	111	114	112
C=CCn1c(C)nc2ccc(Nc3nc(Nc4ncccn4)nc4ccccc34)cc21	100	102	111	104	106	86	84	94	104
CCCC1OCC(C)([N+](=O)[O-])CO1 (stereo not given)	100	120	102	126	103	114	104	98	104
Cc1ncc(CO)c(CO)c1O	101&90&108	112&94&119	106&98&104	108&101&102	104&110&98	102&100&111	25&116&106	104&97	107&115&98
Cn1cc(-c2nc(N)nnc2-c2c[nH]c3ccc(F)cc23)c2cccnc21	47	54	52	41	61	71	22	43	45
O=C(Nc1cccc2cccnc12)c1cc(C(=O)c2ccc(Br)cc2)n2c1ccc1c3ncccc3ccc12	97	120	107	84	105	x	73	102	99
Nc1nc2c(nnn2C2CC(O)C(CO)O2)c(=O)[nH]1 (stereo not given)	33	12	42	20	45	51	68	50	51
CN(C)c1ccc(CNCCO)cc1	94	86	106	71	105	112	107	72	69
CCc1nc(N)nc(N)c1C#CC(C)c1ccc(-c2ccncc2)cc1Cl (stereo not given)	21	12	13	33	13	31	18	14	4.7*
COc1cccc2cc(C(C)C(=O)OCc3cn(-c4cc5ccccc5oc4=O)nn3)ccc12 (stereo not given)	101	113	100	85	102	105	99	77	99
COc1ccc(-c2c(C#N)c(N)nc3c2CCCC3C)cc1 (stereo not given)	105	142	75	96	123	83	127	84	96

For reference, some entries already given:
SMILES	SW-620	COLO 205	HCT-15	SK-OV-3	KM12	OVCAR-4	IGROV1	HCT-116	HT29
Nc1ccc(-c2nc3ccc4[nH]ncc4c3c3c2CCCC3)cc1F	19	12	15	-28*	12	50	11	11	28
O=C1/C(=C/c2ccc(O)c(O)c2)Oc2cc(O)ccc21	110&118	110&117	89&93	119	91&99	96&102	103&108	107&104	110&113
Cc1cc(C)c([N+](=O)[O-])cc1C	92	113	98	90	102	98	97	99	105
CC#CC(C)(C)N(C)C	95	92	93	100	102	105	105	101	104
O=S(=O)(c1ccccc1F)N1CCN(c2nccc(-c3c(-c4cccc(F)c4)nc4sccn34)n2)CC1	90	84	74	134	91	72	61	68	72
CC[S+](CC)CC(=O)c1ccc(Br)cc1	100	112	105	108	118	94	112	95	90
CCCCn1c(=O)c(C2=NC(c3ccc(Cl)cc3)=C2)cc2ccc(Cl)cc21	103	115	102	105	101	105	96	103	100
COC(=O)Cc1[nH]c(=O)[nH]c1C(N)=O	100	118	104	102	104	117	101	105	110
COc1ccc(-c2nn(CC(=O)N3CCOCC3)c(N)c2C#N)cc1	101	113	106	102	106	103	94	98	108
COc1cc2c3c(c4c5ccccc5[nH]c4c2c(OC)c1OC)C(=O)N(CCO)C3=O	107	120	104	118	97	119	88	102	103
NC(CS)C(=O)O (stereo not given)	102	99	107	x	102	98	98	99	110
O=C(C1CCCCC1)N1CC(=O)N2CCc3ccccc3C2C1 (stereo not given)	105	130	92	119	102	108	x	102	106
CNC(=O)c1nc(Nc2ccc(NC(=O)Nc3ccc(Cl)c(C(F)(F)F)c3)cc2)c2ccccc2n1	109	117	108	97	104	97	99	95	99
COc1cc(/C=N/NC(=O)CSc2nc3sc4c(c3c(=O)n2-c2ccc(Cl)cc2)CCCC4)ccc1O	97	114	92	136	110	105	111	114	112
C=CCn1c(C)nc2ccc(Nc3nc(Nc4ncccn4)nc4ccccc34)cc21	100	102	111	104	106	86	84	94	104
CCCC1OCC(C)([N+](=O)[O-])CO1 (stereo not given)	100	120	102	126	103	114	104	98	104
Cc1ncc(CO)c(CO)c1O	101&90&108	112&94&119	106&98&104	108&101&102	104&110&98	102&100&111	25&116&106	104&97	107&115&98
Cn1cc(-c2nc(N)nnc2-c2c[nH]c3ccc(F)cc23)c2cccnc21	47	54	52	41	61	71	22	43	45
O=C(Nc1cccc2cccnc12)c1cc(C(=O)c2ccc(Br)cc2)n2c1ccc1c3ncccc3ccc12	97	120	107	84	105	x	73	102	99
Nc1nc2c(nnn2C2CC(O)C(CO)O2)c(=O)[nH]1 (stereo not given)	33	12	42	20	45	51	68	50	51
CN(C)c1ccc(CNCCO)cc1	94	86	106	71	105	112	107	72	69

Next part
SMILES	SW-620	COLO 205	HCT-15	SK-OV-3	KM12	OVCAR-4	IGROV1	HCT-116	HT29
NC(=S)N/N=C/c1ccc([N+](=O)[O-])cc1	101&101	106&103	101&105	101&101	101&103	99&98	109&124	84&99	92&107
CC1=NN(c2ccc(S(=O)(=O)O)cc2)C(=O)/C1=C/c1ccc(Cl)cc1	108	111	119	99	115	108	105	101	98
C/C(=C(/c1ccc(Cl)cc1)c1ccc(OCCN2CCCCC2)cc1)c1ccc(Cl)cc1	96	115	98	111	106	110	109	102	91
O=C1/C(=C/c2ccc(Cl)cc2)CN(C(=O)CCN2CCC(=NO)CC2)C/C1=C\c1ccc(Cl)cc1	-61*	-84*	-91*	-38*	-86*	-79*	-67*	-48*	-72*
C[C@H](NC(=O)[C@@H]1CSSC[C@@H](NC(=O)Cc2nc3ccccc3cc2O)C(=O)NCC(=O)N1C)c1ccccc1	94	90	102	88	56	64	x	45	100
COc1cc(OC)cc(C(=O)Nc2cccc(Cn3c(=O)[nH]c4ccc(Oc5ncccn5)cc4c3=O)c2)c1	97[9.25 µM]	129[9.25 µM]	89[9.25 µM]	118[9.25 µM]	85[9.25 µM]	83[9.25 µM]	106[9.25 µM]	92[9.25 µM]	100[9.25 µM]
CC1SC(c2cccc([N+](=O)[O-])c2)N(NC(=O)CCC(=O)c2nc3ncccc3[nH]2)C1=O (stereo not given)	91	108	109	93	94	93	77	92	106
NC(=O)CSc1nc(-c2ccc(F)cc2)cc(-c2ccco2)n1	116	111	107	102	106	100	94	98	x
CN(C)c1ccc(/C=N/NC(=O)c2ccc(OCc3nc4ccc(Cl)cc4[nH]3)cc2)cc1	104	98	75	85	96	96	78	86	81
O=C(CN1C(=O)NC2NC(=O)NC21)N/N=C/c1ccccc1 (stereo not given)	107	120	102	106	104	104	106	99	104
COc1ccc(C(C)=O)c(O)c1O	106	120	98	94	110	92	105	108	93

Whole records, quoted from the list. Order of values: SW-620	COLO 205	HCT-15	SK-OV-3	KM12	OVCAR-4	IGROV1	HCT-116	HT29
C[C@H](NC(=O)[C@@H]1CSSC[C@@H](NC(=O)Cc2nc3ccccc3cc2O)C(=O)NCC(=O)N1C)c1ccccc1 is listed as 94	90	102	88	56	64	x	45	100
O=C(CN1C(=O)NC2NC(=O)NC21)N/N=C/c1ccccc1 (stereo not given) is listed as 107	120	102	106	104	104	106	99	104
COc1ccc(C(C)=O)c(O)c1O is listed as 106	120	98	94	110	92	105	108	93
